Assay outcomes (PubChem)
IEC-6 cytotox: kills IEC-6 intestinal cells in KLF5 counter-screen | IEC-6 cytotoxicity, luminescence viability | inhibition, % at 5 µM | 290,000 tested, 0.78% active; in the data active = inhibition above about 22%;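 also: 0% = plate median of test compound wells and 100% = cytotoxic reference compound wells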
aSyn UTR inh: MLPCN primary screen, SNCA 5' untranslated region | alpha-synuclein 5'UTR reporter, inhibitor activity | inhibition, % (tested at 7.5 µM) | 300,000 tested, 0.82% active | AID 1813; in the data active = inhibition above about 60%;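 also: H4 neuroglioblastoma cells stably carrying SNCA 5'UTR luciferase fusion; 0% = DMSO wells and 100% = positive control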
Platelet DG rel: modulates dense granule release in human platelets. human platelet-rich plasma, SFLLRN dense granule ATP release, luminescence. inhibition, %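 (compounds screened at 7.5 µM in platelet-rich plasma)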. 300,000 tested, 0.22% active. AID 1663;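 active = mean replicate score, as percent of positive control, at or above 50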
KLF5 inhibitor: inhibitors of KLF5 expression | DLD-1 KLF5 promoter-luciferase reporter, luminescence | 290,000 tested, 0.23% active | inhibition, % at 5 µM | AID 1700;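 active = inhibition above a per-plate limit of that plate's mean compound inhibition plus 3 SD, cut at about 60% in these data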;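 also: 0% = DMSO wells and 100% = LY294002 at 200 µM; higher means less KLF5 promoter-driven luciferase light; inactives centre near -14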
HIF act: HIF pathway transcriptional activation. U2OS HRE-luciferase reporter, luminescence; normalized: DMSO 0%, desferrioxamine 100%. 300,000 tested, 0.32% active. activation, % at 7.5 µM (by protocol);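 active = mean activation of at least 10% of the iron chelator positive control signal, with at least half of replicates also reaching 10%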
HSP90 refold inh: blocks HSP90-mediated luciferase refolding in reticulocyte lysate; 290,000 tested, 0.91% active; Rabbit reticulocyte lysate, luciferase refolding luminescence, 3 h; inhibition, % at 5.6 µM; AID 1789;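 active = inhibition above the screen-wide mean plus 3 SD, computed separately per campaign, cut at about 16% in these data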;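 also: 0% = DMSO wells and 100% = 60 µM geldanamycin wells; inhibitors lower the luminescence because luciferase stays unfolded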
HSF-1 act: increases HSF-1 driven luciferase reporter signal | NIH3T3-HGL HSF-1 luciferase reporter, MG132, 8 h; 100% = twice DMSO control signal | activation, % at 9 µM | 300,000 tested, 1.7% active | AID 504408;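 active = mean replicate activation of at least 50% with a set share of replicates each reaching 50%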;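 also: 0% = median of the neutral control wells and 100% = twice that signal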
AI-2 QS mod: modulates the Vibrio harveyi AI-2 quorum sensing system. Vibrio harveyi JMH597 AI-2 luminescence/OD600 ratio, 9 h; hits give low values; strain lacks LuxN and CqsS sensors; 0 = neutral-control median. activity change, % at 7.5 µM. 300,000 tested, 0.4% active. AID 2094; in the data active = activity change below about -75%, passing the limit was not always enough;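 also: luminescence divided by OD600 gain over 9 h not by final OD600 alone; inactives centre near 13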
SKKanGAS inh: blocks kanamycin growth of S. pyogenes SKKanGAS strain. BacTiter-Glo, 6 h. inhibition, % at 7.5 µM. 300,000 tested, 1.3% active;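 active = mean replicate score, as percent of positive control median, at least 50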;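 also: strain carries kanamycin resistance gene driven by streptokinase promoter and grows in 40 µg/ml kanamycin; loss of luminescence reflects streptokinase promoter inhibition or plain growth inhibition; 0% = median of DMSO wells and 100% = positive control at its reference dose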
HSF1 inhib: HSF1 inhibition | NIH3T3-HGL HSE-luciferase, MG132-induced, luminescence 8 h; hits give low values | activity change, negative = inhibition, % at 7.5 µM (by protocol) | 300,000 tested, 0.77% active | AID 2098;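 active = more than half of replicate wells show activity change below -50%, luminescence cut by over half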;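 also: luciferase reports HSF-1 transcriptional activity via heat shock element; 0% = median of DMSO wells and -100% = zero luminescence signal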
* marks the source's active call; other numbers are inactive results; . = not tested or not shown; & = joins results of further samples.

No.	SMILES	IEC-6 cytotox	aSyn UTR inh	Platelet DG rel	KLF5 inhibitor	HIF act	HSP90 refold inh	HSF-1 act	AI-2 QS mod	SKKanGAS inh	HSF1 inhib
1	Cc1nc(CNC(=O)c2ccccc2OC2CCN(S(C)(=O)=O)CC2)cs1	2	8	-4	-1	0.7	1	0	20	4	0
2	O=C(Nc1ccccc1C(=O)O)c1cc(S(=O)(=O)N2CCOCC2)c(Br)s1	-6	-2	-8	-35	-0.3	0	-6	35	16	-1
3	N=C(N)SCc1nc2ccccc2c(=O)n1-c1ccccc1	1&-3	-95	-3	-32&2	1.2	-1&2	-9	24	15	9
4	C/C(CC(=O)Nc1ccc2c(c1)OCCO2)=N\NC(=O)COc1ccc(Cl)c(C)c1	7	-2	17	-1	-0.2	5	-10	4	2	-2
5	CCCCCCCC(=O)NNC(=O)c1c(O)c2ccccc2n(CCC)c1=O	4	-2	10	-8	0.0	1	16	3	111*	-5
6	Cc1nnc(-c2cnn(-c3ccccc3)c2N)n1Cc1ccccc1	1	-25	0	-23	0.2	2	-5	26	-4	-1
7	Cc1cccc(COc2ccccc2/C=N/Nc2ccc([N+](=O)[O-])cc2)c1	-2	13	10	-17	0.1	0	24	37	14	1
8	O=C(Nc1ccccc1Cl)ON=C1c2ccccc2-c2ccccc21	5	-5	-9	-12	0.5	-1	-8	-1	1	1
9	COc1ccccc1N1CCN(S(=O)(=O)c2ccccc2F)CC1	-2	19	3	-1	-0.3	-1	10	7	-11	6
10	COc1ccc(N(CC(=O)N2CCCC(C)C2)S(=O)(=O)c2c(C)nn(C)c2C)cc1 (stereo unspecified)	-6	-4	3	-9	-0.5	0	0	10	-4	3
11	Cc1ccc(C)c(S(=O)(=O)N2CC(=O)Nc3ccccc32)c1	-3	8	-4	10	1.2	-2	-7	26	-1	-4
12	COc1ccc(OC)c(NC(=O)C(=O)N/N=C(\C)CC(=O)Nc2ccc(Cl)cn2)c1	1	-9	-3	-9	0.6	-1	6	18	0	10

Going on with the list.
No.	SMILES	IEC-6 cytotox	aSyn UTR inh	Platelet DG rel	KLF5 inhibitor	HIF act	HSP90 refold inh	HSF-1 act	AI-2 QS mod	SKKanGAS inh	HSF1 inhib
13	CCCn1c(SCc2ccccc2)nc2c1c(=O)[nH]c(=O)n2C	-4	38	12	-13	-0.3	-1	26	17	11	6
14	CCO[C@H]1OC(C(=O)Nc2ccccc2)=C[C@@H](C)[C@@H]1CCCO	-2	-10	0	-15	-1.1	10	5	11	3	-4
15	O=C(OC1CCOC1=O)c1cc(-c2cccs2)nc2ccccc12 (stereo unspecified)	-6	-20	0	0	-0.2	-2	-4	28	-11	-1
16	Cc1cc(C(=O)NC2CCCc3c2cnn3-c2cccc(C)c2C)c(C)o1 (stereo unspecified)	5	39	-3	2	-0.4	0	-3	4	-1	-4
17	Cc1ccc(NC(=O)C(=O)NCCN2CCN(S(=O)(=O)c3ccccc3)CC2)cc1C	1	10	2	-24	-0.6	0	-3	16	-4	0
18	COc1ccccc1N=c1scc(-c2ccc3c(c2)NC(=O)CO3)n1CC1CCCO1 (stereo unspecified)	-6	8	1	-9	-0.6	2	-1	15	-10	-3
19	O=C(O)c1ccc(-c2ccccc2)[nH]c1=O	-1	-5	-2	-14	-0.3	-1	-7	5	4	0
20	COc1ccccc1CNC(=O)C(C)Sc1ccsc1[N+](=O)[O-] (stereo unspecified)	-9	5	-2	-28	-0.6	0	4	19	-9	-3
21	O=C(CSc1ccc([N+](=O)[O-])cn1)Nc1nccs1	6	1	7	-26	0.1	1	19	21	0	14
22	COc1ccc(CC(NC(C)=O)C(=O)NC2CCN(C(=O)c3ccccc3F)CC2)cc1 (stereo unspecified)	-6	2	3	6	-0.2	-7	-18	25	-1	-2
23	COCCn1c(SCc2nc3ccccc3s2)nc2ccccc21	4	-144	4	-40	2.1	-5	77*	23	-6	41
24	COC(=O)CSc1nnc(-c2ccoc2C)n1-c1ccc(C)cc1	7	5	17	3	-1.2	9	-18	-4	2	-3

Single records, as listed above. Order of values: IEC-6 cytotox, aSyn UTR inh, Platelet DG rel, KLF5 inhibitor, HIF act, HSP90 refold inh, HSF-1 act, AI-2 QS mod, SKKanGAS inh, HSF1 inhib
Entry for CCO[C@H]1OC(C(=O)Nc2ccccc2)=C[C@@H](C)[C@@H]1CCCO : -2, -10, 0, -15, -1.1, 10, 5, 11, 3, -4
Entry for COc1ccccc1CNC(=O)C(C)Sc1ccsc1[N+](=O)[O-] (stereo unspecified) : -9, 5, -2, -28, -0.6, 0, 4, 19, -9, -3

The listing continues.
No.	SMILES	IEC-6 cytotox	aSyn UTR inh	Platelet DG rel	KLF5 inhibitor	HIF act	HSP90 refold inh	HSF-1 act	AI-2 QS mod	SKKanGAS inh	HSF1 inhib
25	CCC(=O)Nc1ccc(NC(=O)CN2CCCC(C)C2)c(Cl)c1 (stereo unspecified)	5	-15	1	-1	0.2	-1	2	7	-2	1
26	CCc1ccc(/C=N/NC(=O)c2nnn(-c3nonc3N)c2C(C)C)cc1	1	-11	16	-22	1.5	-4	-5	12	28	-7
27	COC(=O)C1=C(C)NC(=O)NC1/C=C/c1ccccc1 (stereo unspecified)	1	-2	6	13	-0.6	3	12	12	-7	-2
28	CCOC(=O)c1c(-c2ccccc2)csc1NC(=S)NC(=O)c1ccccc1	1	29	2	14	-1.6	-2	39	-3	17	0
29	CN(CCO)C1=CC(=O)CC(C)(C)C1	-8	-8	2	11	0.3	-3	3	9	-1	1
30	COCc1nnc(NC(=O)c2ccc(S(=O)(=O)N(C)c3ccccc3)cc2)o1	-3	-6	13	-14	-0.2	-3	2	23	8	-1
31	O=C(Nc1cccc(F)c1)N1CCN(C/C=C/c2ccccc2)CC1	3	12	1	-27	0.1	-1	2	23	-8	-1
32	COCCCN1CN(Cc2ccccc2)CNC1=S	6	28	1	-28	0.2	0	-12	10	3	-3
33	Cc1cccc(NC(=O)c2sc(Cl)nc2C)c1C	0	-13	8	9	-0.1	3	1	-1	-5	18
34	CCC(C(=O)NC(C)(C)C)N(Cc1ccco1)C(=O)Cn1nnc(-c2ccc(F)cc2)n1 (stereo unspecified)	-6	-19	4	13	0.2	-4	-3	51	-8	-5
35	CCCN1CC=C2C(C#N)=C(N)C(C#N)(C#N)C(c3cccc(OC)c3OC)C2C1 (stereo unspecified)	4	14	1	-27	.	5	-3	17	1	-8
36	CC(=O)c1c(C(C)=O)c(C)n(NC(=O)c2ccc(Cl)cc2)c1C	-4	11	6	-28	-0.4	0	35	12	9	5

(cont.)
No.	SMILES	IEC-6 cytotox	aSyn UTR inh	Platelet DG rel	KLF5 inhibitor	HIF act	HSP90 refold inh	HSF-1 act	AI-2 QS mod	SKKanGAS inh	HSF1 inhib
37	Cc1cc(C)nc(NNC2=CC(=[N+]3CCCCC3)CC(C)(C)C2)n1	3	15	5	-26	-0.4	2	-77	-9	3	-71*
38	CCN(CC)CCN(C(=O)c1cc(Cl)sc1Cl)c1nc2cc3c(cc2s1)OCO3	8	1	-14	-34	1.1	1	0	4	3	-2
39	COc1cc(NC(=O)N[C@@H](CCSC)C(=O)O)cc(OC)c1	3	6	0	10	0.4	6	10	19	-2	7
40	Clc1ccccc1OCCCCn1ccnc1	6	-20	2	-17	0.0	-1	9	6	59*	6
41	O=C(COC(=O)C12CC3CC(CC(C3)C1)C2)N1CCN(S(=O)(=O)c2ccccc2)CC1	-1	-10	-3	-36	0.3	0	-4	5	-10	-2
42	CCc1c(C)nc2cc(-c3cc(OC)cc(OC)c3)nn2c1N1CCCC1	6	30	-2	-3	.	4	12	11	18	-4
43	COc1ccc2c(c1)c(CC(=O)O)c(C)n2C(=O)c1ccc(Cl)cc1	4	12	-4	-21	0.2	-1	5	-4	1	-2
44	CCOC(=O)C1CCN(C(=O)CCCOc2ccccc2)CC1	-2	-121	-1	-68	1.9	-4	30	-1	-4	12
45	COCCCNC(=O)CSc1nc2ccccc2c(=O)n1CCCN1CCCCC1	-2	-7	2	-26	-1.8	-1	9	18	-1	-2
46	O=[N+]([O-])c1ccc(Sc2ccc(F)cc2)nc1	.	-15	17	.	-0.8	.	-1	10	6	-10
47	COc1ccc(-c2nnc3ccc(SCC(=O)N4CCCCC4)nn23)cc1OC	1	-15	-6	-28	0.2	0	6	16	0	-5
48	O=C(CC1CCCC1)NNC(=O)c1ccc(F)cc1	.	-17	-20	.	0.1	.	-13	21	-9	0

Next part.
No.	SMILES	IEC-6 cytotox	aSyn UTR inh	Platelet DG rel	KLF5 inhibitor	HIF act	HSP90 refold inh	HSF-1 act	AI-2 QS mod	SKKanGAS inh	HSF1 inhib
49	COc1ccc(NC(=O)C(=O)NNC(=O)C(C)Oc2ccc(Cl)cc2Cl)cc1 (stereo unspecified)	10	17	5	-10	-0.2	3	-3	23	71*	-5
50	Cc1cc(NS(=O)(=O)c2ccc(Br)s2)no1	7	4	2	-15	-0.2	0	-3	36	-2	-1
51	Cn1c(CNC(=O)c2ccccc2F)nnc1SCc1nc2ccccc2c(=O)[nH]1	-10	27	-3	2	0.2	2	7	29	-3	-1
52	N/C(=N\OC(=O)Cc1ccc(Cl)cc1)c1ccncc1	2	-14	-18	-36	-0.5	-4	1	-18	-1	-3
53	O=C(CNS(=O)(=O)c1ccccc1)N/N=C/c1ccc(O)cc1	-6	8	1	-19	0.0	0	15	8	-4	-11
54	O=C(Cn1nnc2ccccc21)NCc1ccccc1	1	-100	5	-78	1.5	1	20	-1	-1	3
55	Cc1ccc(/C=N\NC(=O)c2ccc(Cn3cc(Br)c([N+](=O)[O-])n3)o2)o1	-5	12	9	-14	0.0	-7	7	15	3	-1
56	O=C(c1ccc(CS(=O)(=O)c2ccc(Br)cc2)o1)N1CCN(c2ncccn2)CC1	-2	1	-1	0	.	-2	-2	38	-1	-1
57	CCN1CCN(c2cc(C)c3cc(NC(=S)N4CC(C)CC(C)C4)ccc3n2)CC1 (stereo unspecified)	-1	-41	-27	-18	0.2	6	-47	10	14	-47
58	C=CCN(CC=C)Cc1c(O)ccc2c1oc(=O)c1ccccc12	0	13	-15	4	0.4	4	4	23	-3	5
59	O=C(CSc1nnc(C2COc3ccccc3O2)o1)N1CCCC1 (stereo unspecified)	-8	-28	-8	-3	2.4	1	25	-3	-1	21
60	CCCCCCCCN1[C@@H](CC(=O)OCC)c2cc(C(F)(F)F)ccc2S1(=O)=O	.	6	3	.	-0.7	.	3	10	1	0
